GPR151 activ: activators of human GPR151, primary screen, cell-based, PathHunter beta-arrestin, luminescence; G-protein coupled receptor 151 (Homo sapiens), Q8TDV0; PathHunter beta-arrestin GPR151 cells; actives 1% (n = 650,000); activation, % at 11.2 µM; in the data active = activation above about 4.9%;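 note: 0% = median of compound wells and 100% = cells with positive control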
Target sequence (Q8TDV0 whole entry, looked up): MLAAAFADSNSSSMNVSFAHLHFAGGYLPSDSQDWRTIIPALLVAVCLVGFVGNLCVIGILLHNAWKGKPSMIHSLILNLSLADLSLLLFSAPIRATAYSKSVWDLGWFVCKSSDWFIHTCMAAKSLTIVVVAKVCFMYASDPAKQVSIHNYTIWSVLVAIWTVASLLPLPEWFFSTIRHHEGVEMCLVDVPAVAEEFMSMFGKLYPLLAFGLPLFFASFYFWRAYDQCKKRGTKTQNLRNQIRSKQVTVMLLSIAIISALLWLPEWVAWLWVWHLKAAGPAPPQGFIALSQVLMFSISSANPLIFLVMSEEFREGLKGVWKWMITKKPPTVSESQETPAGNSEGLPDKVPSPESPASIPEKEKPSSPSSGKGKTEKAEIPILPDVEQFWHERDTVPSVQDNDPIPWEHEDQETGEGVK
MITF primary: MITF inhibitors, primary screen, biochemical, AlphaScreen, human | actives 0.91% (n = 650,000) | inhibition, % at 2.6 µM | AlphaScreen MITF homodimerization, bead proximity signal | Microphthalmia-associated transcription factor (Homo sapiens), O75030; in the data active = inhibition above about 50%;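 note: 0% = vehicle wells with protein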
FBW7 activator: FBW7 E3 ligase activators, primary screen, biochemical, AlphaScreen, human. F-box/WD repeat-containing protein 7 (Homo sapiens), Q969H0. AlphaScreen FBW7–phospho-cyclin E peptide binding, activator screen. normalized activity (activation), % at 26.1 µM. actives 0.13% (n = 650,000); in the data active = normalized activity above about 1.9%;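 note: purified mutant Fbw7 with reduced substrate affinity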
Target sequence (Q969H0 whole entry, looked up): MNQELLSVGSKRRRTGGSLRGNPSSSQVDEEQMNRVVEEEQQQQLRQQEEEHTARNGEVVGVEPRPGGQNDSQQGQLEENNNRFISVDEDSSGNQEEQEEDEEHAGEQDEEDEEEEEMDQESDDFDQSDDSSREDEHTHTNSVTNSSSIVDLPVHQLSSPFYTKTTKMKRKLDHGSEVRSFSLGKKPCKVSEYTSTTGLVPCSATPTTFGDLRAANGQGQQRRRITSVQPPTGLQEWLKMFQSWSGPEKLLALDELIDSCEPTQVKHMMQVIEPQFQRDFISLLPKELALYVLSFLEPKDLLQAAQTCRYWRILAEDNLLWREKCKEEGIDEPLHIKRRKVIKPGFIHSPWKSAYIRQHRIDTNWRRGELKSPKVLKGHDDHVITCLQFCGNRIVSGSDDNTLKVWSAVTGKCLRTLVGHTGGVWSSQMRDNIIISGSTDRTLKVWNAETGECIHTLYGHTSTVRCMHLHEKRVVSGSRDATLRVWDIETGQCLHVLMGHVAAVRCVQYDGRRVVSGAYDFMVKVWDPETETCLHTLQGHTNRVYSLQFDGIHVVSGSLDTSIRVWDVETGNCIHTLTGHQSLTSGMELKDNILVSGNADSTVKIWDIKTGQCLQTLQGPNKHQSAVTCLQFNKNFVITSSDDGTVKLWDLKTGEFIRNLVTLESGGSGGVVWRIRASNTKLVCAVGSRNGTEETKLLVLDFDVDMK
TEAD-YAP inh: TEAD-YAP interaction inhibition, primary screen, TEAD-YAP interaction inhibitor project, luminescence, HEK-TIYL cells. TEAD-Gal4/YAP UAS-luciferase luminescence. AID 1259422, 2018. inhibition, % at 9.12 µM. actives 1.4% (n = 640,000); in the data active = inhibition above about 32%;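 note: 0% = median of test compound wells and 100% = reference inhibitor wells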
* marks the source's active call; other numbers are inactive results; / = not tested or not shown.

Start of the data: the first 2 compounds as a preview:
SMILES	GPR151 activ	MITF primary	FBW7 activator	TEAD-YAP inh
COc1cc(NC(=O)CCCOc2ccccc2)cc(OC)c1	1.4	9	0.1	6
CC(=O)N1CCc2cc(C(=O)CN3CCCCC3)ccc21	0.5	0	-0.2	13

Results, previewed entries included:
SMILES	GPR151 activ	MITF primary	FBW7 activator	TEAD-YAP inh
COc1cc(NC(=O)CCCOc2ccccc2)cc(OC)c1	1.4	9	0.1	6
CC(=O)N1CCc2cc(C(=O)CN3CCCCC3)ccc21	0.5	0	-0.2	13
CCOc1ccc(NC(=O)Cn2cccc2)cc1	0.4	1	-0.1	1
Cc1nn(CC(=O)NCCN2CCOCC2)c(=O)c2cc3occc3n12	0.4	3	0.0	-4
CC(C)(C)N(NC(=O)c1cccs1)C(=O)c1ccccc1NC(=O)c1cccs1	0.7	0	-0.1	12
COC(=O)c1cc([N+](=O)[O-])cc([N+](=O)[O-])c1N1CCN(c2ccccc2OC)CC1	-0.5	7	0.1	2
C=CCN1C(=O)NC(=O)/C(=C/c2cn(Cc3ccc(F)cc3)c3ccccc23)C1=O	0.4	0	0.0	3
Cc1cc(NC(=O)c2cc(-c3ccccn3)nc3ccc(Br)cc23)no1	1.2	1	-0.1	4
O=C(Cc1cn(-c2ccc(N3CCC(N4CCOCC4)CC3)nn2)c2ccccc12)NCc1ccccc1	-1.3	1	-0.1	-35
Cc1ccc(NC(=O)CSc2nnc(-c3ccccc3N)n2C)cc1C	-0.6	-3	0.0	7
NC(=O)N/N=C/c1ccc(OCc2ccc(Cl)cc2Cl)cc1	-0.4	-11	0.0	-9
Cc1cccc(N(C)c2ccnc3c(-c4ccc(CO)cc4)cnn23)c1	-0.3	2	0.1	-53
COCC(=O)Nc1c(C)cc(C)cc1C	-1.2	-6	-0.1	0
Cn1c(=O)oc2cc(S(=O)(=O)N3CCCC(C(=O)NCCC4=CCCCC4)C3)ccc21 (centres undefined)	-1.6	-3	0.8	9
CC(C)(C)C(=O)NNc1ccccc1	-0.3	1	0.1	0
N#CC1=C(N)Oc2c(c(=O)oc3ccccc23)C12C(=O)N1CCCc3cccc2c31 (centres undefined)	-1.2	9	0.7	-5
O=C(N1CCN=C1SCc1ccccc1)C12CC3CC(CC(C3)C1)C2	-1.1	3	0.0	2
Cc1ccc(C)c(C(=O)CC2(O)C(=O)N(Cc3ccc(Cl)cc3)c3ccccc32)c1 (centres undefined)	-1.3	19	0.1	2
Nc1ccc2c(c1Oc1ccccc1)C(=O)c1ccccc1C2=O	-0.6	-14	-0.1	-15
Cc1nc2c(C(=O)NCCC(C)C)cnn2c(C)c1Cc1ccccc1Br	-1.2	7	-0.1	-1
COc1ccc(Cl)c2sc(N(CCCN(C)C)C(=O)Cc3ccccc3)nc12	0.9	14	0.0	0
CCOC(=O)c1cnc2ccc(Br)cc2c1NCCN1CCOCC1	-0.7	8	-0.1	-2
C=CCNC(=O)C(=O)NCCOc1ccccc1	1.1	10	0.1	3
COC(=O)C1=C(C)N(C(C)C)C(=O)C1(NC(=O)C1CCCCC1)C(F)(F)F (centres undefined)	2.1	9	0.0	0
CNC(=O)C1CC(=O)N(c2ccc(F)c(Cl)c2)C1 (centres undefined)	0.1	-10	-0.1	2
CCc1cccc(CC)c1NC(=O)Cn1cnnc1	-0.4	8	0.2	-2
CCOC(=O)C1CNc2cc(CC(=O)OC)ccc2O1 (centres undefined)	0.1	4	0.0	-11
Clc1ccc(CON/C=N/c2nccc(-c3cccs3)n2)c(Cl)c1	0.0	0	0.0	-6
CCCN(c1ccc(C(C)C)cc1)S(=O)(=O)c1c(C)[nH]c(=O)[nH]c1=O	2.3	3	-0.3	5
CCC(C)C(NC(=O)C1CCCC(OC)C1)c1nc2cccnc2n1C(C)C (centres undefined)	-0.2	9	-0.1	4
COc1ccc(-n2c(O)c(C=Nc3cccc(Cl)c3)c(=O)[nH]c2=S)cc1	0.1	-3	0.2	1
CC(C)(O)Cc1ccc(Cl)cc1	1.6	-5	-0.1	0
Cn1c(NC(=O)c2ccccc2F)cc(=O)n(C)c1=O	-1.6	2	-0.1	6
O=C(Nc1ccc2c(c1)CN(Cc1cn[nH]c1C1CCCCC1)CC2)C1CCCO1 (centres undefined)	0.1	10	0.0	-2
COC(=O)c1cc(NC(=O)c2ccc(F)cc2)c(=O)n2c(=O)c3c(C)c(C)sc3[nH]c12	5.4*	2	0.2	2
Cc1cc(C)cc(NS(=O)(=O)c2ccc([N+](=O)[O-])cc2)c1	0.0	18	1.1	7

Taken from above:
MITF primary with CCC(C)C(NC(=O)C1CCCC(OC)C1)c1nc2cccnc2n1C(C)C (centres undefined) stands at 9
MITF primary with O=C(Nc1ccc2c(c1)CN(Cc1cn[nH]c1C1CCCCC1)CC2)C1CCCO1 (centres undefined) stands at 10

(continued)
SMILES	GPR151 activ	MITF primary	FBW7 activator	TEAD-YAP inh
CC1CCC2(CC1)NC(=O)N(CN(C)C1CCCCC1)C2=O (centres undefined)	-2.4	-13	0.0	-3
COC(=O)CON1C(=O)CN(C(=O)c2ccccc2)C1c1ccc(Cl)cc1Cl (centres undefined)	-0.4	-6	0.6	1
CC12CC(NC(=O)N1c1cccc(Br)c1)c1cc([N+](=O)[O-])ccc1O2 (centres undefined)	-0.2	15	-0.1	1
C/C(=N\Nc1ccc([N+](=O)[O-])cc1[N+](=O)[O-])c1ccc(C)cc1	3.2	8	0.0	3
CCOC(=O)C(Cc1ccccc1)C(=O)Nc1nccs1 (centres undefined)	-0.7	-9	0.0	2
O=C(Nc1ccc(Cl)cc1)c1nn2c(c1Cl)NC(c1ccco1)CC2C(F)(F)F (centres undefined)	-1.1	10	0.2	7
CN=C(Nc1ccc(C)c(C)c1)c1ccccc1	0.1	-2	0.0	-14
CN(C)CC(=O)Nc1cc(N(C)C)nc2ccccc12	3.7	62*	-0.2	-1
CC(C)Oc1ccc(/C=N/NC(N)=S)cc1	2.5	7	-0.1	-29
Cc1ccc(NC(=O)CCC(=O)NNC(=S)Nc2ccccc2)c(C)c1	0.6	10	-0.1	-4
N#C/C(=C\c1ccc(O)c(O)c1)c1nnc2n1CCCCC2	2.3	9	-0.2	-1
CCN(CC)S(=O)(=O)c1cc(C(=O)Oc2cccc(NC(=O)c3ccc(Br)cc3)c2)ccc1C	0.0	-7	-0.1	20

Profiles as entered above. Values in the order: GPR151 activ	MITF primary	FBW7 activator	TEAD-YAP inh
CCN(CC)S(=O)(=O)c1cc(C(=O)Oc2cccc(NC(=O)c3ccc(Br)cc3)c2)ccc1C is entered as 0.0	-7	-0.1	20
CCOC(=O)C(Cc1ccccc1)C(=O)Nc1nccs1 (centres undefined) is entered as -0.7	-9	0.0	2
COC(=O)CON1C(=O)CN(C(=O)c2ccccc2)C1c1ccc(Cl)cc1Cl (centres undefined) is entered as -0.4	-6	0.6	1

Next records.
SMILES	GPR151 activ	MITF primary	FBW7 activator	TEAD-YAP inh
O=C1CC(N2CCCCCCC2)C(=O)N1c1ccc(Br)cc1Br (centres undefined)	1.4	-8	0.1	5
Fc1cccc(C(c2c[nH]c3ccccc23)c2c[nH]c3ccccc23)c1	-0.8	19	0.4	-29
Cc1cccc(-n2c(CN3CCN(C)CC3)n[nH]c2=S)c1	0.0	22	-0.1	-1
CC(=O)Nc1ccc(NC(=O)c2cncc(-c3cccs3)c2)cc1	-2.1	26	0.0	-2
COC(=O)c1ccc(Nc2c(-c3ccc(C)c(C)c3)c(=O)c2=O)cc1	-1.3	-22	0.1	-5
Clc1cccc(-c2cnc3ccc(NCc4cccs4)nn23)c1	0.2	4	0.2	3
COc1nccnc1NS(=O)(=O)c1ccc(NC(=O)c2cccc(Cl)c2)cc1	-0.2	0	0.0	-4
COc1ccc2cc(C)c3nn(CC(=O)N4CCC(C)CC4)c(=O)n3c2c1	-0.1	5	-0.1	-1
c1ccc(Cc2nnc(Nc3ccccc3)s2)cc1	-0.6	8	-0.1	-17
Cc1ccccc1-n1nc2c(c1NC(=O)COc1ccccc1)CS(=O)(=O)C2	-1.0	21	0.6	5
COc1ccc2c(CNC3CCCCCCC3)c(C(=O)O)n(Cc3ccc(C)cc3)c2c1	1.0	0	0.3	-10
CCCCCCCCc1ccc(CCC(N)(CO)CO)cc1	2.1	-15	/	/
CCOC(=O)C1CCN(C2CCC(=O)N(Cc3ccc(C(=O)OC)cc3)CC2)CC1 (centres undefined)	0.9	2	-0.1	-1
O=C(Nc1cccc2c1C(=O)c1ccccc1C2=O)c1ccc(F)c(F)c1	0.2	-4	0.3	3
CC1=C(C(=O)Nc2cccnc2)C(c2cccc(C)c2)n2nc(-c3ccccc3C)nc2N1 (centres undefined)	-0.6	-1	-0.1	-2
O=C(Nc1nc(-c2ccc3ccccc3c2)cs1)c1cc([N+](=O)[O-])ccc1Cl	-0.4	1	0.0	37*
COCCNCc1ccc(SC)cc1	-1.3	2	0.5	-4
CCc1c(C)sc(NC(=S)NCc2ccco2)c1C(=O)OC	-0.2	16	0.4	-1
Cc1nc2sc(C(c3ccc(F)c(F)c3)N3CCC(C)CC3)c(O)n2n1 (centres undefined)	-1.0	-5	-0.1	-5
CC(Oc1ccc(Cl)cc1Cl)C(=O)NCCCN1CCOCC1 (centres undefined)	-1.0	13	0.4	6
CSCCC(C)N1CCC(Oc2ccc(C(=O)NCc3ccncc3)cc2)CC1 (centres undefined)	5.0*	6	0.0	6
COc1ccc(C)cc1S(=O)(=O)Nc1cccc(C)c1	-1.3	13	0.9	-4
COc1ccc(NC(=O)C2CCCN(c3nn4c(=O)cc(C)nc4s3)C2)c(OC)c1 (centres undefined)	-0.8	-2	-0.1	-3
CN(C)S(=O)(=O)c1ccc(C(=O)NC2CCS(=O)(=O)C2)cc1 (centres undefined)	1.0	-3	0.0	-9
COc1ccc(N2CN=c3s/c(=C4\C(=O)N(C)c5ccc(C)cc54)c(=O)n3C2)cc1	-1.0	20	0.6	-1
O=C(CN1C(=O)c2cccc3cccc(c23)C1=O)N1CCN(c2cccc(Cl)c2)CC1	-0.1	12	0.0	6
Cc1ccc(S(=O)(=O)Nc2ccc(NC(=O)c3ccccc3F)cc2)cc1[N+](=O)[O-]	-0.9	-26	-0.1	10
COc1ccc(C(=O)NC2(C(F)(F)F)NC(=O)N(Cc3ccccc3)C2=O)cc1 (centres undefined)	0.0	-3	0.0	2
COc1ccccc1CC(=O)O/N=C(\N)Cc1cccc2ccccc12	-0.5	-10	-0.1	3
CCOC(=O)NC(Nc1ccc(OC)cc1)(C(F)(F)F)C(F)(F)F	1.4	0	-0.3	-4
COc1ccc2[nH]c(=O)c(C3C(C#N)=C(N)OC4=C3C(=O)CC(C)(C)C4)cc2c1 (centres undefined)	-0.3	10	0.1	9
CC(C)=C(NC(=O)c1ccccc1)C(=O)NCc1ccccc1	0.2	-3	0.1	1
CC(=O)c1ccc(NC(=O)C(C)N2CCN(S(=O)(=O)c3ccc(C)cc3C)CC2)cc1 (centres undefined)	-0.3	9	0.0	12
Cc1ccc(S(=O)(=O)N2CCCCC2)cc1NC(=O)CC(C)(C)C	-0.5	-5	0.0	-1
COc1ccc(C#N)c(S(=O)(=O)Cc2ccccc2)c1	-0.2	-10	-0.1	-10
COc1cc2nc(CN3CCCCC3C)[nH]c(=O)c2cc1OC (centres undefined)	1.0	1	-0.1	-2
COc1ccc(Cl)cc1C1=N/C(=C/c2ccccc2)C(=O)O1	-0.9	2	-0.1	-8
C/C(N)=C(/C#N)C(=O)CN1C(=O)c2ccccc2C1=O	1.7	6	0.1	0
Cc1ccc(-c2ccc3ccccc3n2)cc1	-8.2	2	0.0	1
COc1ccc(NS(=O)(=O)c2cc(Br)cc3c2N(C(C)=O)CC3)cc1	1.0	10	0.1	44*
COc1cc(OC)c(NS(=O)(=O)c2ccc3[nH]c(=O)ccc3c2)cc1Cl	-0.4	-13	0.1	1
CC(NC(=O)Nc1ccccn1)N1C(=O)C2C3C=CC(C3)C2C1=O (centres undefined)	-0.1	2	-0.1	4
CC(NC(=O)CSc1nnnn1-c1ccccc1)c1ccccc1 (centres undefined)	1.0	20	0.2	-5
COc1ccc(/C=N/NC(=O)CC(=O)NC2CCCCC2)cc1	-0.1	4	0.1	3
COc1ccc(NS(=O)(=O)c2ccc(S(=O)(=O)N3CCOCC3)cc2)cc1	-0.2	2	-0.2	-1
Cc1nn(-c2ccccc2)c2sc(C(=O)N3CCCc4ccccc43)cc12	-1.3	0	-0.1	12
CC1CCN(C(=O)COC(=O)c2ccccc2I)CC1	-1.0	15	0.9	-61
O=C(c1ccccc1)c1cccn1CC(=O)N1CCc2ccccc2C1	1.4	3	0.1	6
CCc1ccc(S(=O)(=O)N(C(=O)c2ccc(C)cc2)c2ccc3oc(C)c(C(C)=O)c3c2)cc1	0.8	-1	-0.2	0
O=C(NC1CCCCCC1)c1ccc(CNS(=O)(=O)c2ccc(F)cc2)cc1	0.3	-9	-0.1	-10

Reformatted with two lines to a compound: entries from further up
Screens in order: GPR151 activ, MITF primary, FBW7 activator, TEAD-YAP inh
COc1cc(OC)c(NS(=O)(=O)c2ccc3[nH]c(=O)ccc3c2)cc1Cl
→ -0.4, -13, 0.1, 1
COc1ccc(Cl)cc1C1=N/C(=C/c2ccccc2)C(=O)O1
→ -0.9, 2, -0.1, -8
CCc1ccc(S(=O)(=O)N(C(=O)c2ccc(C)cc2)c2ccc3oc(C)c(C(C)=O)c3c2)cc1
→ 0.8, -1, -0.2, 0
CC(NC(=O)CSc1nnnn1-c1ccccc1)c1ccccc1 (centres undefined)
→ 1.0, 20, 0.2, -5

Assay outcomes: PubChem BioAssay, The Scripps Research Institute Molecular Screening Center
